# Bioassay records from PubChem BioAssay.
# LMP1 NFkB inh: reduces LMP1-driven NF-kappaB luciferase signal; LMP1-induced NF-kappaB luciferase reporter cells, luminescence; inhibition, % at 12.5 µM; 350,000 tested, 0.69% active; AID 504558; in the data active means inhibition above about 41%;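 further: 0% = neutral control wells and 100% = reference inhibitor control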
# COUP-TFII inh: NR2F2 (human) inhibition, primary screen; AID 686940; inhibition, % at 8.6 µM; P24468; HEK293T NGFI-A luciferase reporter, luminescence; 370,000 tested, 0.7% active;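 active means inhibition above a per-plate cutoff, mean inhibition of test wells between control levels plus 3 SD, cut at about 38% in these data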;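 further: cells cotransfected with COUP-TFII expression vector driving the NGFI-A reporter; 0% = median of COUP-TF2 test wells and 100% = reporter-only cells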
# Target sequence (P24468 whole entry, looked up): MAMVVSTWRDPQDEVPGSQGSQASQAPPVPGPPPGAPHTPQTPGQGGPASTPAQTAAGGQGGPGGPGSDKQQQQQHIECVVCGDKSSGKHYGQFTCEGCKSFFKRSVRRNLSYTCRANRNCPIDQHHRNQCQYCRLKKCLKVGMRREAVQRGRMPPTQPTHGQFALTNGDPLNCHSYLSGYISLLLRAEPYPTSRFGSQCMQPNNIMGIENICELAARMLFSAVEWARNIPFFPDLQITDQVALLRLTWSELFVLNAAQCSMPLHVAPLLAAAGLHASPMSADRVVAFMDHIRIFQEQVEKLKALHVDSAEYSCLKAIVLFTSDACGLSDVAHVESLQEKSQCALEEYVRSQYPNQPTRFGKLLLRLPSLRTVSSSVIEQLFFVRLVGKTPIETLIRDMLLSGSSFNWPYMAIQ
# TWEAK-Fn14 inh: TWEAK-Fn14 signaling inhibition | 360,000 tested, 2% active | inhibition, % at 10 µM | TWEAK-stimulated Fn14 reporter cells, luciferase luminescence, 8 h | AID 1159606; in the data active means inhibition above about 50%
# KKLEB cytotox: reduces viability of KKLEB cystic fibrosis airway cells. 360,000 tested, 0.36% active. KKLEB CF airway cells viability, ATPlite luminescence, overnight; hits give low values; cells stimulated with P. aeruginosa culture filtrate. activity change (cytotoxicity), % at 5 µM. AID 602141;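 active means corrected activity change at or below -50% at 5 µM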
# C8 TRAIL sens: sensitizes caspase-8 expressing cells to TRAIL; NB7+C8 cells + TRAIL, ATPlite viability luminescence; inhibition (viability loss, TRAIL sensitization), % at 10 µM; 360,000 tested, 1% active;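 active means compounds causing at least 50% loss of cell viability in the single-dose screen, relative to plate controls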
# NR5A2 inv ag: inverse agonists of human LRH-1 (NR5A2); HEK293T StAR-luciferase reporter, LRH-1 transfected, 24 h; AID 602396; inhibition, % at 3.6 µM; 360,000 tested, 0.13% active;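 active means inhibition above the mean inhibition of all tested compounds plus 3 SD, cut at about 73% in these data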;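 further: 0% = DMSO wells and 100% = reporter-only cells lacking LRH-1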
# Target sequence (O00482 whole entry, looked up): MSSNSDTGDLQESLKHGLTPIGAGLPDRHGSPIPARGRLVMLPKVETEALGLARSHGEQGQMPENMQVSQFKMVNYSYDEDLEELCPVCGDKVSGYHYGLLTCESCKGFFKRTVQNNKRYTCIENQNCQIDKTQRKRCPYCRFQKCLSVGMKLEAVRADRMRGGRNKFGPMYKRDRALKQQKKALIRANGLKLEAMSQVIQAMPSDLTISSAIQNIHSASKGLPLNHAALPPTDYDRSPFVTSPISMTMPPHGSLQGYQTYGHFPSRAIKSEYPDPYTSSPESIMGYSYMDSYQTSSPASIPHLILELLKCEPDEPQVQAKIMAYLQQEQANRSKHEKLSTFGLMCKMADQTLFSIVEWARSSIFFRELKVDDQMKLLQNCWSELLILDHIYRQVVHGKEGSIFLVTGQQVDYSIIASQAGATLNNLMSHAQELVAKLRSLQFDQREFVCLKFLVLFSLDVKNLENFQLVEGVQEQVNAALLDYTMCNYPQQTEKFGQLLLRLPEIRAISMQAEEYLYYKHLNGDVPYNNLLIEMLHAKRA
# CF NFkB inh: blocks PAF-induced NF-kB reporter in cystic fibrosis cells. KKLEB NF-kB-GFP reporter, GFP fluorescence overnight. inhibition, % at 5 µM. 360,000 tested, 0.86% active. AID 588850;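 active means at least 50% inhibition at 5 µM, scaled per plate between neutral and stimulator controls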;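 further: PAF is a Pseudomonas aeruginosa culture filtrate used as stimulus; plate controls were PAF-stimulated DMSO wells for no effect and unstimulated DMSO wells for full effect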
# NCOA1 inh: inhibits human SRC1 coactivator | HEK293 GAL4-SRC1 luciferase reporter, luminescence | inhibition, % at 3.6 µM | 360,000 tested, 0.12% active;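 active means inhibition above the campaign mean plus 3 SD, with each screening campaign given its own cutoff, cut at about 60% in these data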;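 further: 0% = DMSO treated cells and 100% = gossypol at 36 µM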
# NCOA2 inhibitor: human SRC2 (NCOA2) inhibition. Q15596. HEK293 GAL4-SRC2 luciferase reporter, luminescence. inhibition, % at 9 µM. 370,000 tested, 0.17% active;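 active means inhibition above the mean inhibition of all tested compounds plus 3 SD, set per campaign, cut at about 52% in these data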;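 further: 0% = DMSO treated cells and 100% = cells given Gossypol at 36 µM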
# NCOA3 inh: inhibits human SRC3 coactivator; Q9Y6Q9; HEK293 GAL4-SRC3 luciferase reporter, luminescence; inhibition, % at 3.6 µM; 360,000 tested, 0.17% active;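 active means inhibition above a per-campaign cutoff, the mean of all compounds plus 3 SD, cut at about 60% in these data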;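 further: 0% = DMSO-treated cells and 100% = gossypol-treated cells at 36 µM; higher means less SRC3-driven luciferase light from the GAL4 reporter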
# TROY signal inh: blocks TROY-dependent signaling in reporter cells; AID 1347056; 360,000 tested, 0.98% active; inhibition, % at 10 µM; Q293 LMP1-TROYcd NF-kB luciferase reporter, 4 h;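 active means compounds whose plate-normalised and pattern-corrected inhibition of the luciferase reporter signal at the single screening dose is 50% or more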
# The depositor's hits bear a star; · = no result given. Random draw from the library. About 4.2% of those tested had a hit in this group.
Structure	LMP1 NFkB inh	COUP-TFII inh	TWEAK-Fn14 inh	KKLEB cytotox	C8 TRAIL sens	NR5A2 inv ag	CF NFkB inh	NCOA1 inh	NCOA2 inhibitor	NCOA3 inh	TROY signal inh
CSCC(C)N1CCC(CO)(CCCc2ccccc2)CC1 (configuration not stated)	-14	-14	11	-6	4	5	18	1	10	11	0
Cc1ccc(S(=O)(=O)N2CCN(C(=O)COC(=O)C3(C)CC3(Cl)Cl)CC2)c(C)c1 (configuration not stated)	-4	9	-20	4	2	7	7	-30	10	3	5
CCCCCNC(=O)c1ccc2c(=O)n(CCCN3CCCC3=O)c(=S)[nH]c2c1	7	29	-40	-3	0	16	-18	5	-10	23	6
C=C1CCN([C@@H](CC(C)C)C(=O)NCc2ccccc2)S(=O)(=O)c2ccccc21	-5	6	7	-16	9	0	-5	-3	3	2	17
Cc1ccc(-c2csc(NC(=O)Cn3[nH]c(=O)c4ccccc4c3=O)n2)cc1	-3	-14	34	-4	14	-55	-10	-35	-23	-15	56*
CCCCCCC(CC(=O)NCc1cccnc1)CC(=O)NCc1cccnc1	3	6	21	-21	-11	24	-3	2	16	-14	15
Cc1ccc2c(C(=O)CN3CC(C)CC(C)C3)c(C)[nH]c2c1 (configuration not stated)	5	-39	5	9	4	-7	-10	-35	-17	5	2
CC(C)OC(=O)c1cc2c(ccn2C)n1CC(=O)N(Cc1ccccc1)c1ccc(F)cc1	-5	25	2	7	40	0	-18	-47	9	-76	20
Cc1nnc(SCC2=C(C(=O)O)N3C(=O)C(NC(=O)c4cccc(F)c4F)C3SC2)s1 (configuration not stated)	0	1	-29	10	-1	-8	9	-24	3	2	-4
CCCOC(=O)C1C2C=CC3(CN(c4ccc(Cl)c(F)c4)C(=O)C13)O2 (configuration not stated)	2	8	-1	13	3	16	-4	-5	6	17	2
O=C(NCc1ccccc1)c1cc(C2CCCCN2S(=O)(=O)Cc2ccccc2)on1 (configuration not stated)	·	-2	-29	4	5	-1	11	3	8	9	6
CCOC(=O)/C=C/C(=O)Nc1cc(S(=O)(=O)Nc2ccc(OC)cc2)ccc1N1CCOCC1	-21	-3	56*	-9	10	1	63*	-14	13	6	25
CC(=O)Nc1ccc(S(=O)(=O)NC(C)c2nc(-c3ccccc3)no2)cc1 (configuration not stated)	4	4	5	8	-5	-4	-18	-40	13	5	0
O=C(CCNS(=O)(=O)c1ccccc1F)N1CCN(C(c2ccccc2)c2ccccc2)CC1	-2	8	11	7	22	6	20	6	15	18	18
Cc1ccc(OCc2nc(-c3ccccn3)no2)c(Br)c1	38	-12	85*	-21	59*	-101	9	-97	-8	-65	36
CCCCOc1ccc(C(=O)OCC(=O)c2c(N)n(C)c(=O)n(C)c2=O)cc1	4	-3	2	-9	1	4	-4	-19	8	-13	18
c1ccc(-c2cc(N3CCOCC3)nc3ccccc23)cc1	1	-1	38	-3	-4	24	-20	-36	-10	10	13
CCOC(=O)C(=NCCCN1CCOCC1)NNc1cccc(C(F)(F)F)c1	-9	5	-4	0	-10	15	-13	4	7	24	0
c1csc(CN2CCN(Cc3cccs3)C2c2cccs2)c1	1	-7	-7	0	10	-6	1	-13	-3	0	1
CCN(CC)S(=O)(=O)c1ccc(N2Cc3ccccc3C2=N)cc1	1	-5	-4	-8	0	-14	8	-28	2	22	13
CCCCCC(=O)N1C[C@H](n2cc(C3CC3)nn2)[C@@H](O)C[C@@H]1c1ccc(Cl)cc1	0	2	10	1	-1	-13	19	10	0	-21	-1
COc1ccc(Cl)cc1NC(=O)CN1CCC(n2nnc3cc(F)ccc32)CC1	4	-11	-16	-10	0	-15	-2	3	-24	6	4
NC(=O)c1cc(-c2ccccc2)nc2ccc(Br)cc12	-6	-9	-9	-5	-2	-18	-17	11	-8	19	8
C[C@@H]1CN([C@@H](C)CO)C(=O)CCCn2nncc2CO[C@H]1CN(C)Cc1ccc2cccnc2c1	-7	-21	-2	9	0	-16	-27	12	16	4	1
COc1ccc(OC)c(S(=O)(=O)N2CCCCC2C(=O)O)c1 (configuration not stated)	1	-4	6	5	-3	10	-18	1	-31	-2	10
CNC(=S)N(Cc1ccc(OC)cc1)Cc1cc2ccc(C)cc2[nH]c1=O	-9	2	-9	-3	5	-5	7	1	2	5	-5
COc1cccc(CC2(CO)CCN(Cc3cnc(N4CCOCC4)s3)CC2)c1	5	1	-3	6	0	1	0	-10	19	21	3
CC1=C(C(=O)OCc2ccccc2)C(c2ccco2)n2ncnc2N1 (configuration not stated)	-3	7	3	3	7	-33	-19	-2	-17	9	18
Cc1ccccc1S(=O)(=O)Cc1ccc(C(=O)NCCc2ccccc2)o1	-9	-4	3	-5	-2	1	1	-7	-29	6	-25
c1ccc(COc2ncnc3c2ncn3CCCNCC2CCCO2)cc1 (configuration not stated)	-7	2	8	3	3	10	4	5	-26	-1	-4
O=C(c1ccccc1)N1CCN(C2C3CC4CC(C3)CC2C4)CC1 (configuration not stated)	-7	-12	3	7	-7	11	6	-26	-11	1	-2
COc1cccc(C(=O)Nc2nc3c(c(=O)[nH]2)CCCC3)c1	-6	4	3	-1	36	-54	-1	-36	-15	-11	-32
COc1cccc(C(=O)NNC2=C(C(=O)C(F)(F)F)CCC2)c1	-2	-15	-29	-7	6	-83	-5	-42	-28	-45	-42
CCCCN1c2ccccc2N(CCCO)c2cc(C)nnc21	-3	-13	-6	-5	24	-15	13	-25	10	8	-6
O=C(O)c1ccc(CN2C[C@@H](CO)O[C@@H](n3cnc4c(NCc5ccco5)ncnc43)C2)cc1	·	11	8	12	-6	14	-12	-6	-19	0	-2
Cc1cccc(C)c1NC(=O)c1cn(-c2ccccc2)nc1-c1ccccc1	-3	-6	-9	7	19	-15	2	11	-6	-1	0
COC(=O)c1c(NC(=O)c2ccc(Br)s2)sc2c1CCC2	-6	-11	1	2	-3	1	-7	-9	-6	-6	-5
COC(=O)C1CC2=C(CCCC2=O)N(Cc2ccccc2)C1=O (configuration not stated)	-2	-13	12	12	3	2	-18	-1	-5	5	-1
CCCn1c(=N)n(CC(=O)c2cccs2)c2ccccc21	12	12	-15	-1	-1	-16	0	-5	-6	7	-9
Cc1ccc(N(CC(=O)NC2CCCC2)C(=O)CCCC(=O)Nc2ccccn2)cc1C	0	-5	-7	1	-8	-7	2	-9	8	13	-6
COc1ccc(S(=O)(=O)Nc2nc3ccccc3s2)cc1OC	-3	-6	10	-2	7	-11	-5	9	-8	17	-20
COc1cccc(NC(=O)CN(C)C(=O)c2cn(-c3ccccc3)nc2-c2cccnc2)c1	-5	4	-7	22	-10	14	-25	-15	10	1	-4
O=C1CC(N2CCN(CCc3ccccn3)CC2)C(=O)N1c1ccc(Cl)cc1 (configuration not stated)	-7	-1	-19	0	-12	3	0	-8	-7	21	-16
COC(=O)c1c(O)ccc(Oc2ccccc2)c1C(=O)OC	47*	1	16	4	-1	0	8	3	16	17	14
CCc1nc2c(OCc3cccc(OC)c3)cccn2c1N(C)C(=O)c1ccc(OC)cc1	·	-13	4	0	4	15	-8	-20	14	-17	-10
CC(Oc1ccccc1Cl)C(=O)Nc1ccc(S(=O)(=O)N2CCN(C)CC2)cc1 (configuration not stated)	-7	-30	-2	-4	1	-61	2	-79	-32	-132	-10
Cc1nnc(NC(=O)CSc2nc3ccccc3o2)s1	-1	10	-8	-6	-2	9	8	15	2	11	-9
O=C(CNC(=O)c1ccco1)Nc1cccc(Cl)c1	-4	-8	9	0	-1	-16	14	-15	-7	-7	-2
Cc1nnsc1Sc1ccccc1C(=O)O	-12	-2	-15	7	-6	13	3	-5	19	15	12
O=C1NC(=O)/C(=C\c2ccc(O)cc2O)S1	-6	-4	-17	-6	14	5	-7	-11	-8	-11	-46
CCn1c(CCC(N)=O)nnc1SCC(=O)c1cc(C)n(C2CC2)c1C	-1	15	3	-13	-7	-10	9	11	-12	8	-11
CCCCn1c(=O)c(F)cn(Cc2ccc(OC)c([N+](=O)[O-])c2)c1=O	-9	2	9	3	-12	18	1	-26	16	0	2
COc1ccc(Oc2nc(-c3cccnc3)nc3ccccc23)cc1	-5	-13	-1	-16	0	23	-16	-6	-4	6	14
CC1CCCCC1NC(=O)Cn1[nH]c(=O)c2ccccc2c1=O (configuration not stated)	-3	11	9	-1	6	-7	1	0	3	16	2
O=Cc1cnc(N2CCCCC2)s1	-7	-13	-7	5	0	7	-9	-8	7	2	2
FC(F)(F)c1ccccc1Cc1c(-c2ccc(Cl)cc2)nc2ccc(Cl)cn12	·	-23	5	-16	1	-62	31	-42	-34	-48	5
COc1cc(-c2nnc(SCc3c(F)cccc3Cl)o2)cc(OC)c1OC	3	·	5	7	-1	-7	-17	-2	·	3	9
O=C1c2ccccc2C(=O)c2c(Nc3ccc(CCO)cc3)ccc(O)c21	-7	17	12	-27	-2	-6	27	-1	7	-6	6
CCOCc1cc(CN2CCC(n3nccc3NC(=O)C3CC3)CC2)ccc1OC	19	1	4	0	-5	22	35	-35	-9	17	-4
CC(C)CC(=O)N/N=C/c1c(N)n(C)c(=O)n(C)c1=O	0	8	9	2	2	6	11	-2	-21	7	4

# Later entries.
Structure	LMP1 NFkB inh	COUP-TFII inh	TWEAK-Fn14 inh	KKLEB cytotox	C8 TRAIL sens	NR5A2 inv ag	CF NFkB inh	NCOA1 inh	NCOA2 inhibitor	NCOA3 inh	TROY signal inh
O=C(NNc1ccc(C2CCCCC2)cc1)C(O)(c1ccccc1)c1cccs1 (configuration not stated)	-3	18	-2	5	8	-7	-12	-20	-45	10	-37
S=C(Nc1ccccc1Oc1ccccc1)NC1CCCC1	2	5	6	-3	-1	4	-4	13	6	9	-10
N#Cc1ccc(S(=O)(=O)N2CCCCC2c2cc(C(=O)N3CCOCC3)no2)cc1 (configuration not stated)	·	-11	-3	15	-23	13	-25	-9	-54	-10	-10
O=C(CCCCCN1C(=O)c2ccccc2C1=O)Nc1ccccc1	1	10	-14	-3	3	5	-6	-5	6	3	-5
COc1cccc(N(CC(=O)NCc2ccccc2)C(=O)CCC(=O)Nc2nccs2)c1	-6	-3	2	15	-9	3	-4	-12	-1	-14	-6
O=C(Cc1ccc(Cl)cc1)Nc1nc2ccccc2[nH]1	-5	-9	5	-17	40	-25	15	-10	15	-23	-55
CCOC1=C2CN(S(=O)(=O)c3ccc(C)cc3)[C@H](c3ccccc3)C[C@@H]2N(S(=O)(=O)c2ccccc2C)[C@H](c2ccccc2)C1	·	-1	-26	5	-5	7	-15	15	-10	-12	-1
COc1cccc(C(=O)CSc2nnc(-c3cccs3)o2)c1	-7	-17	-9	3	-26	-5	12	-8	-15	-8	-15
Cn1cc(Cl)c(-c2n[nH]c(=S)n2-c2ccccc2)n1	-17	3	1	11	-9	-9	-6	5	10	0	-1
